OXTR agonist: agonists of human oxytocin receptor; P30559; CHO-OTR cells, Fluo-8 calcium fluorescence; normalized: DMSO 0%, oxytocin 100%; activation, % at 3 µM; 320,000 tested, 0.32% active; AID 2435;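 active = activation above the mean of all tested compounds plus 3 SD, cutoff set per screening run, cut at about 20% in these data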;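 note: peak over basal fluorescence ratio from a 100 s FLIPR kinetic read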
Target sequence (P30559 whole entry, looked up): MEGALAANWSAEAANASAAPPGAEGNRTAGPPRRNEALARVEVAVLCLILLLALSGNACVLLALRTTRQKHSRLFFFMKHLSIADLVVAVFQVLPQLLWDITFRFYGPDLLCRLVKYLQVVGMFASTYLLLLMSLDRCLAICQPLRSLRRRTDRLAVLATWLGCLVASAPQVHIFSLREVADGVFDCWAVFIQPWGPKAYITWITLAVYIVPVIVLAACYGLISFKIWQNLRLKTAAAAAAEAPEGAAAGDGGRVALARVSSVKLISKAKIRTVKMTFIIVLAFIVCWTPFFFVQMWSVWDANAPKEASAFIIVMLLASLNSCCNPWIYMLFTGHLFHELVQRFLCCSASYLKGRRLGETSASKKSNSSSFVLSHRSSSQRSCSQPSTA
V1R ag counter: activates human V1a receptor in oxytocin agonist counter-screen. 320,000 tested, 0.25% active. activation, % at 3 µM. CHO-V1R cells, Fluo-8 calcium fluorescence, agonist mode; 0% DMSO, 100% 3 nM vasopressin;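 active = activation above the mean activation of all tested compounds plus 3 SD, per screening run, cut at about 20% in these data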;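 note: signal is peak over basal fluorescence ratio across a 100 second FLIPR read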
M1 ag: human M1 muscarinic receptor agonism | P11229 | CHO-K1 hM1, Fluo-8 calcium fluorescence, agonist mode; 0% DMSO, 100% acetylcholine EC100 | activation, % at 3 µM | 360,000 tested, 0.33% active | AID 588814;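 active = activation above the run's mean compound activation plus 3 SD, cut at about 16% in these data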;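 note: peak over basal fluorescence ratio within a 140 s kinetic read after compound addition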
Target sequence (P11229 whole entry, looked up): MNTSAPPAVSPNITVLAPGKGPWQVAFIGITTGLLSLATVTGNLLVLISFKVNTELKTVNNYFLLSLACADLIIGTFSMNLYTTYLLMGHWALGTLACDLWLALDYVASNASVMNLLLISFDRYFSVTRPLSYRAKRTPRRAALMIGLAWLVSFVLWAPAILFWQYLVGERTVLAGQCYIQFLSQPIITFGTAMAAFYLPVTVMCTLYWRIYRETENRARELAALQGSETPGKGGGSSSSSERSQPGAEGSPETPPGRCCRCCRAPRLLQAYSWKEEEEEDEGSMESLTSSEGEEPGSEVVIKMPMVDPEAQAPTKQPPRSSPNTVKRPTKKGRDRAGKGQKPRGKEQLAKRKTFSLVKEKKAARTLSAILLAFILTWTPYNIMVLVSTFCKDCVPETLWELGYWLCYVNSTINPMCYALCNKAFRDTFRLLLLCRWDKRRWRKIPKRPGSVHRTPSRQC
OXTR potentiator: human OXTR potentiation. activation, % at 3 µM. AID 2445. 320,000 tested, 0.061% active. P30559. CHO-OTR cells, Fluo-8 calcium fluorescence, potentiator mode; 0% = oxytocin EC15, 100% = EC100;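 active = activation above that plate's cutoff, the mean activation of tested compounds plus 3 SD, cut at about 6.6% in these data, passing the limit was not always enough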;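 note: 100% uses oxytocin at 75 nM as the full agonist control; some results filed as inactive read as strong as hits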
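Assay system: CHO cell line stably expressing human OTR. Reagent: EC15 oxytocin agonist. Dosing: single dose, 3.0 µM nominal final compound concentration. Timing: compound 6 min at room temperature before oxytocin, 100 s read. Signal: kinetic Fluo-8 calcium fluorescence. Controls: oxytocin EC15 low and EC100 high.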
TAAR1 ag: agonists of human TAAR1; 360,000 tested, 0.99% active; Q96RJ0; activation, % at 3 µM; CHO RD-HGA16 TAAR1, Fluo-8 calcium fluorescence; vehicle wells 0%, saturating PEA agonist 100%;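 active = activation above the mean activation of all test compounds in the run plus 3 SD, cut at about 38% in these data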
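Signal – calcium-sensitive Fluo-8 signal, excitation 470-495, emission 515-575 nm · System – RD-HGA16 (CHO) cells co-expressing Gα16 and hTAAR1 · Incubation – 17-24 h seeding, 75 min 37 °C dye, 30 min RT · Compound dosing – 3 µM single concentration · Repeats – no replicates (n 1)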
CHRM1 PAM: potentiates human M1 receptor response to acetylcholine; P11229; CHO-K1 hM1, Fluo-8 calcium fluorescence, ACh EC20; 0% = ACh EC20, 100% = maximal ACh; activation, % at 3 µM; 360,000 tested, 0.088% active; AID 588819; in the data active = activation above about 19%, passing the limit was not always enough
CHO parental Ca: signal in parental CHO cells, OX1R antagonist counter-screen; parental CHO-K1, ATP-induced calcium, Fluo-8 fluorescence; inhibition, % at 5.6 µM; 330,000 tested, 0.63% active; AID 463079;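 active = inhibition above that plate's mean sample inhibition plus 3 SD, cut at about 26% in these data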;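 note: 0% = ATP-challenged DMSO wells and 100% = DMSO wells without ATP; some compounds past the cut are filed as inactive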
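material = parental CHO cells | also added = ATP as calcium-mobilizing challenge | dosing = single point at 5.6 µM | detection = intracellular calcium via Fluo-8 no-wash fluorescent dye | read-out = % inhibition | benchmarks = low control ATP plus DMSO, high control DMSO only | repeats = one well per compound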
CHRM1 antagonist: antagonists of human M1 muscarinic receptor | inhibition, % at 3 µM | 360,000 tested, 1.3% active | P11229 | CHO-K1 hM1, Fluo-8 calcium fluorescence, ACh EC80 antagonist;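 active = percent inhibition above its own plate's cutoff, namely the mean of that plate's compound wells plus 3 SD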;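 note: peak over basal fluorescence ratio during 140 s after agonist addition; 0% = ACh EC80 plus DMSO and 100% = DMSO alone without agonist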
TAAR1 antagonist: human TAAR1 antagonism; 360,000 tested, 1.5% active; Q96RJ0; AID 624466; CHO RD-HGA16 TAAR1, Fluo-8 calcium fluorescence, antagonist; inhibition, % at 3 µM;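 active = inhibition above a per-plate cutoff, the mean inhibition of test compounds on that plate plus 3 SD, cut at about 49% in these data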;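 note: 0% = DMSO plus EC80 beta-PEA response and 100% = DMSO alone without agonist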
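System: RD-HGA16 CHO cells with stable hTAAR1 and Gα16 | Probe or stimulus: EC80 β-phenethylamine stimulus | Dosing: 3 µM, single point | Times: Dye loading 75 min at 37 °C, then 30 min room temperature | Measured by: Fluo-8 calcium-sensitive fluorescence | Read-out basis: % inhibition of agonist calcium response | Replicates: n of 1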
An asterisk follows results filed as active; . = no result given.

#1 Cc1ccc(C(c2nnnn2C2CCCCC2)N2CCN3CCCC3C2)cc1 (configuration not stated)
#2 NC(=O)C1(Nc2ccccc2Cl)CCCC1
#3 O=C(/C=C/Sc1ccccc1)c1ccccc1
#4 CN(C)S(=O)(=O)c1cccc(COC(=O)c2ccc3c(c2)OCO3)c1
#5 Cc1ccccc1N(CC(=O)N1CCc2ccccc2C1)S(C)(=O)=O
#6 COC(=O)c1c(C(=O)OC)c(-c2ccc(C)cc2)n2c1CCC2
#7 COc1ccc([C@H]2CC(=O)C=C(c3c(OC)cccc3OC)C2)cc1
#8 Nc1nnc(SCC(=O)N2CCCCC2)s1
compound no.,1,2,3,4,5,6,7,8
OXTR agonist,1.3,.,-1.4,3.5,0.1,-0.9,-1.0,0.1
V1R ag counter,0.9,.,-0.9,6.4,0.6,-1.4,-0.4,0.0
M1 ag,-3,-2,-5,-2,-6,-5,-3,-2
OXTR potentiator,-6,.,0,-19,-2,-4,-6,-5
TAAR1 ag,0,0,8,2,1,-2,4,1
CHRM1 PAM,-10,3,7,0,4,10,-4,7
CHO parental Ca,-19,.,-28,-7,-6,-21,-3,-6
CHRM1 antagonist,17,-16,-12,4,-10,-10,11,-8
TAAR1 antagonist,-1,10,6,22,11,-3,1,-30

#9 Cc1nn(-c2ncc(C(F)(F)F)cc2Cl)c(=O)n1-c1ccccc1F
#10 Cc1ccc(CNC(=O)CCNC(=O)Cn2ccc3ccccc3c2=O)o1
#11 CCOc1ccc(C(=O)NCc2ccco2)cc1
#12 CCOC(=O)c1sc(NC(=O)c2cccc(S(=O)(=O)N3CCN(C)CC3)c2)cc1C
#13 Cn1c(=O)n(C)c2cc(S(=O)(=O)NCc3ccccc3)ccc21
#14 Cc1nc2cc(NC(=O)Nc3ccc(Br)cc3)ccc2o1
#15 CCN1CCc2c(OCC(=O)N3N=C(c4cccs4)CC3c3ccc(F)cc3)cccc2C1=O (configuration not stated)
#16 O=C(NNC(=O)c1cccnc1)NC1CCCCC1
compound no.,9,10,11,12,13,14,15,16
OXTR agonist,0.0,0.1,-1.1,4.7,5.7,8.8,-0.3,0.4
V1R ag counter,-0.2,0.4,0.6,-1.1,4.7,9.4,0.3,0.6
M1 ag,0,-4,-1,-4,-1,0,-13,-6
OXTR potentiator,6,7,-2,-15,-17,-9,-8,-11
TAAR1 ag,0,1,6,3,3,17,3,8
CHRM1 PAM,11,-5,5,3,4,-11,-27,-6
CHO parental Ca,7,-8,-3,-2,-12,2,-13,6
CHRM1 antagonist,-14,5,0,1,-5,9,29,-2
TAAR1 antagonist,-3,4,-6,5,-8,11,29,4

Random excerpt: 2 compounds from above
#9 Cc1nn(-c2ncc(C(F)(F)F)cc2Cl)c(=O)n1-c1ccccc1F
#3 O=C(/C=C/Sc1ccccc1)c1ccccc1
compound no.,9,3
OXTR agonist,0.0,-1.4
V1R ag counter,-0.2,-0.9
M1 ag,0,-5
OXTR potentiator,6,0
TAAR1 ag,0,8
CHRM1 PAM,11,7
CHO parental Ca,7,-28
CHRM1 antagonist,-14,-12
TAAR1 antagonist,-3,6

Additional structures.
#17 COc1ccc(-c2oc3ncnc(NCCCN(C)C)c3c2-c2ccc(OC)cc2)cc1
#18 Clc1ccccc1/C=N/c1cc(-c2ccccc2)nn1-c1ccccc1
#19 CCCCN(CC)CCNC(=O)C1CCN(S(=O)(=O)c2cccc3nsnc23)CC1
#20 O=[N+]([O-])c1ccccc1S(=O)(=O)N1CCN(Cc2cc3c(cc2O)OCO3)CC1
#21 CCC(c1nnnn1C(C)(C)C)N1CCN(C/C=C/c2ccccc2)CC1 (configuration not stated)
#22 O=C(O)c1ccc(-n2nc(-c3ccccc3)c3ccccc3c2=O)cc1
#23 Fc1ccc(C(c2nnnn2C2CCCC2)N2CCN(Cc3ccccc3)CC2)cc1 (configuration not stated)
#24 C[C@]12c3[nH]c4ccccc4c3CCN1C(=O)C(CC(=O)NCCC1=CCCCC1)C[C@@H]2C(=O)N1CCCCC1 (some centres not stated)
compound no.,17,18,19,20,21,22,23,24
OXTR agonist,3.5,-0.3,1.4,3.1,.,0.9,.,-0.8
V1R ag counter,4.0,-1.1,1.5,1.3,.,0.7,.,0.8
M1 ag,-8,-4,-5,-6,-5,-2,-5,-1
OXTR potentiator,-12,-5,-2,-4,.,-12,.,0
TAAR1 ag,0,8,0,6,2,2,3,7
CHRM1 PAM,-7,5,-5,-5,-2,8,1,8
CHO parental Ca,-10,-13,-17,0,.,-6,.,-21
CHRM1 antagonist,-10,-3,3,8,-17,-1,-4,-12
TAAR1 antagonist,-7,-11,-14,10,-29,-10,-5,-21

#25 CCOc1cc(/C=N/NC(=O)Cn2nc([N+](=O)[O-])cc2C)cc(Br)c1OCc1ccccc1F
#26 CNC(=S)NCc1ccc(Cl)cc1
#27 CCOc1ccc(NC(=O)C(C)Oc2ccc(C#N)cc2)cc1S(=O)(=O)N1CCCC1 (configuration not stated)
#28 CCCCN(C)C(=O)c1cc2cc3ccc(OC)cc3nc2s1
#29 O=C(Cc1ccc(Cl)cc1Cl)OCC(=O)c1ccc[nH]1
#30 O=C(CSc1nc(N2CCOCC2)nc(N2CCOCC2)n1)Nc1ccc(Cl)cc1Cl
#31 CC(=O)NCC(=O)NC(C(=O)Nc1ccc2c(c1)OCCO2)c1ccc(C)cc1 (configuration not stated)
#32 CN(C(N)=S)c1ccccc1
compound no.,25,26,27,28,29,30,31,32
OXTR agonist,0.3,0.8,20*,-1.6,-1.8,-0.7,0.6,0.9
V1R ag counter,0.4,0.4,8.7,0.1,-1.4,-0.8,0.1,1.3
M1 ag,-4,-3,7,-2,-3,-2,-3,2
OXTR potentiator,0,-4,-10,-12,-21,6,4,-1
TAAR1 ag,13,1,36,5,2,-1,1,2
CHRM1 PAM,2,0,2,6,6,10,5,-5
CHO parental Ca,-4,-8,-7,-6,-11,-17,-5,-10
CHRM1 antagonist,-2,-12,-1,0,-10,-17,-4,-8
TAAR1 antagonist,32,0,29,9,-14,-9,7,-10

Copied from the list:
Value of O=C(CSc1nc(N2CCOCC2)nc(N2CCOCC2)n1)Nc1ccc(Cl)cc1Cl in TAAR1 ag: -1
Value of CCOc1ccc(NC(=O)C(C)Oc2ccc(C#N)cc2)cc1S(=O)(=O)N1CCCC1 (configuration not stated) in OXTR agonist: 20*

Further entries follow:
#33 O=C(NCc1nnc(SCC(=O)N2CCN(c3ccccc3)CC2)o1)c1ccc(F)cc1
#34 CCCn1c(N)c(C(=O)CSc2nnc(-c3c[nH]c4ccccc34)n2C2CC2)c(=O)[nH]c1=O
#35 Cc1ccc(NC(=O)CN2CCN(S(=O)(=O)c3ccc(F)cc3)CC2)cc1C
#36 COc1cc(OC)cc(C(=O)OCC(=O)NC2CCCCCCC2)c1
#37 COc1cccc(OC)c1CN1CCCC(C(=O)c2ccccc2SC)C1 (configuration not stated)
#38 CN=C1SC(CC(=O)Nc2ccc(C(=O)O)cc2)C(=O)N1C (configuration not stated)
#39 COc1ccccc1N1CCN(C(=O)CCC(=O)Nc2nnc(CC(C)C)s2)CC1
#40 CCOC(=O)c1ccc(COC(=O)c2ccc3c(c2)-c2ccccc2C3=O)cc1
compound no.,33,34,35,36,37,38,39,40
OXTR agonist,3.5,1.5,4.2,.,1.7,1.6,4.5,-0.2
V1R ag counter,7.0,0.7,4.7,.,4.5,1.6,4.7,-0.5
M1 ag,1,-6,-2,-8,-6,-3,-1,-3
OXTR potentiator,-6,0,-5,.,-15,3,-6,-3
TAAR1 ag,4,1,9,-1,2,15,2,10
CHRM1 PAM,2,6,1,2,-4,-7,13,-2
CHO parental Ca,-6,-3,-10,.,-21,-5,-20,1
CHRM1 antagonist,-7,-8,1,-5,3,5,-10,5
TAAR1 antagonist,-16,13,2,-31,-2,-13,-18,1

#41 Cc1ccsc1CNn1cnnc1SCc1ccc(Cl)cc1
#42 CCOc1ccc(C(=O)OCC(=O)Nc2cc(S(=O)(=O)N3CCOCC3)ccc2N2CCOCC2)cc1
#43 O=[N+]([O-])c1ccc2nc(-c3ccccc3)[nH]c2c1
#44 Nc1nc(CSc2nc3ccccc3s2)nc(Nc2ccccc2)n1
#45 O=C(COC(=O)c1ccc[n+]([O-])c1)Nc1cc([N+](=O)[O-])ccc1Cl
#46 NC(=S)N/N=C/c1ccc(-n2nncc2-c2ccc(Cl)cc2)cc1
#47 CCOc1ccc(C(=O)Nc2nccs2)cc1[N+](=O)[O-]
#48 COc1ccccc1CNC(=O)C1CCN(S(=O)(=O)c2ccc3c(c2)OCCO3)CC1
#49 COc1cc(C2N(c3ccc(Cl)cc3)C(=O)C3CCCN32)cc(OC)c1OC (configuration not stated)
#50 O=C(COC(=O)c1ccc(O)cc1)Nc1nccs1
compound no.,41,42,43,44,45,46,47,48,49,50
OXTR agonist,-1.5,.,1.3,-0.6,2.2,6.5,2.0,1.7,0.3,2.6
V1R ag counter,-0.3,.,2.9,0.3,2.3,4.7,2.2,0.4,0.2,2.5
M1 ag,-5,-1,-3,.,-2,1,-5,-1,-13,-1
OXTR potentiator,-8,.,1,-2,1,-10,0,-11,0,-11
TAAR1 ag,8,4,5,.,1,.,5,-3,1,8
CHRM1 PAM,0,-2,-1,.,1,5,8,3,-3,8
CHO parental Ca,-25,.,-4,-30,-3,-12,5,-9,-20,-16
CHRM1 antagonist,0,6,2,.,-5,2,-9,1,4,-5
TAAR1 antagonist,-9,2,-4,.,-4,.,9,-15,-11,-9

Assay outcomes (PubChem BioAssay)
